tim23-1 inh: inhibits growth of tim23-1 mutant yeast; hit rate 1.3% among 330,000; S. cerevisiae tim23-1 growth, BacTiter-Glo luminescence, 24 h; inhibition, % at 20 µM;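 active = growth inhibition of the mutant yeast at or above 50%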;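 also: temperature-sensitive mutant grown at 25 °C; plate controls were DMSO-treated mutant yeast for no effect and medium wells lacking yeast for full effect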
Mdm2-MdmX inh: inhibitors of human Mdm2/MdmX interaction | O15151+Q00987 | SaOS-2 split-luciferase Mdm2/MdmX complementation, luminescence | inhibition, % at 8 µM | hit rate 3% among 330,000 | AID 485346;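 active = inhibition of at least 50% at 8 µM in the primary screen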
CXCR6 inh: inhibitors of human CXCR6 receptor | CHO-K1 PathHunter CXCR6 beta-arrestin, luminescence | O00574 | inhibition, % at 20 µM | hit rate 0.36% among 360,000; in the data active = inhibition above about 34%, passing the limit was not always enough;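 also: antagonist mode with CXCL16 agonist at 10 nM final; 0% = 10 nM CXCL16 with DMSO and 100% = unstimulated wells without agonist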
Target sequence (O00574 whole entry, looked up): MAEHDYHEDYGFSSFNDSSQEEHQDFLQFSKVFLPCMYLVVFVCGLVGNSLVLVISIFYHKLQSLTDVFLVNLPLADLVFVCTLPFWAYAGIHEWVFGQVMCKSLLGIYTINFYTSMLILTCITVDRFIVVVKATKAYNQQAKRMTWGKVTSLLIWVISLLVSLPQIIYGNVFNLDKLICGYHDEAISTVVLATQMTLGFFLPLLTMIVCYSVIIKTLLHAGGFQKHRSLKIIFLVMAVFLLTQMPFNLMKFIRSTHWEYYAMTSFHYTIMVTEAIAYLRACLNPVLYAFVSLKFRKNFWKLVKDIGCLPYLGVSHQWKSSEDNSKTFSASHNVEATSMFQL
UPR CHOP act: activators of apoptotic arm of unfolded protein response (CHOP). CHO-CHOP luciferase reporter, UPR activation, luminescence; percent of tunicamycin response over DMSO baseline. activation, % at 10 µM. hit rate 0.34% among 330,000;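 active = at 10 µM dose, activation of 40% or more, normalized to positive control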;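 also: 100% = tunicamycin at 10 µg/mL and 0% = DMSO alone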
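Test system: CHO CHOP reporter cells. Input: 500 CHO-CHOP cells per well. Medium: F12 with 10% FBS. Technique: luciferase luminescence. Measure: percent activation relative to tunicamycin control. Dosing: 10 µM compound, 0.5% DMSO. Timing: 16-18 h cell attachment, then 6 h compound exposure, 37 °C.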
APJ ag: agonists of human APJ apelin receptor | P35414 | CHO-K1 APJ PathHunter beta-arrestin, luminescence; 0% DMSO wells, 100% apelin | activation, % at 20 µM | hit rate 0.11% among 330,000 | AID 2520;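 active = activation more than six SD over the plate average, tested at 20 µM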;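 also: 0% = DMSO alone and 100% = apelin-13 at 10 nM; some results filed as inactive read as strong as hits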
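Assay system – PathHunter CHO-K1 APJ (AGTRL-1) beta-arrestin reporter cells · Compound – one dose, 20 µM compound, 1% DMSO · Timing – compound 90 min 25 °C, reagent 1 h · Measured by – luminescence from split beta-galactosidase complementation, Galacton Star/Emerald II substrate · Measure – beta-arrestin recruitment to APJ as agonist activity, luminescent signal · Benchmarks – DMSO vs Apelin-13 10 nM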
CCR6 antagonist: antagonists of human CCR6 receptor; P51684; CHO-K1 CCR6 PathHunter beta-arrestin, luminescence, CCL20-stimulated; inhibition, % at 20 µM; hit rate 0.49% among 340,000;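 active = compounds whose inhibition of the agonist-driven luminescence signal at 20 µM reaches about 50%, limit read from the data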;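 also: cells stimulated with CCL20 at 14 nM final; plate controls were DMSO with CCL20 for no effect and DMSO without agonist for full effect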
Target sequence (P51684 whole entry, looked up): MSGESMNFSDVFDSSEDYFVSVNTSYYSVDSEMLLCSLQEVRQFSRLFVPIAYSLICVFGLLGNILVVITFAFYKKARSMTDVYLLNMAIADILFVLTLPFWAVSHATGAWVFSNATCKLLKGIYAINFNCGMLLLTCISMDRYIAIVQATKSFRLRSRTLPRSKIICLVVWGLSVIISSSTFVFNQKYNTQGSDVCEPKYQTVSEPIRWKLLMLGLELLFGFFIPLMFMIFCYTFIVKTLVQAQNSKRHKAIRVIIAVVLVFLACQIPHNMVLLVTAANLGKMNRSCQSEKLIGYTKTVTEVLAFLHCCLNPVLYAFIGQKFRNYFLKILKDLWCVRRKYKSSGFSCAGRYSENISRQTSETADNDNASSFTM
UPR XBP1 act: adaptive UPR (XBP1) activation | CHO-XBP1 luciferase reporter, IRE1-XBP1 UPR activation, luminescence; percent of tunicamycin response, DMSO as zero | activation, % at 20 µM | hit rate 0.33% among 330,000;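 active = versus positive control, 20 µM dose yields 30% or more activation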;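 also: 100% = tunicamycin at 10 µg/mL and 0% = DMSO only wells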
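Signal: luciferase luminescence; Assay system: CHO-XBP1 luciferase reporter cells; Amount: one thousand reporter cells per well; Dosing: 20 µM single concentration, DMSO 1%; Benchmarks: high control tunicamycin 10 µg/mL final, low control DMSO vehicle only; Schedule: 6 h compound exposure at 37 °C, 5% CO2; Evaluation: percent activation relative to tunicamycin reference.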
APJ antagonist: APJ receptor antagonism. inhibition, % at 20 µM. hit rate 0.32% among 330,000. AID 2521. P35414. CHO-K1 APJ beta-arrestin complementation, luminescence;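 active = inhibition above about 40% at 20 µM, limit read from the data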;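 also: cells challenged with 10 nM apelin-13 agonist together with compound; plate controls were apelin-13 plus DMSO wells for no effect and DMSO wells lacking apelin-13 for full effect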
EBI2 block: EBI2 (human) antagonism. EBI2 beta-arrestin recruitment, luminescence, 7a,25-OHC stimulated. AID 651636. P32249. hit rate 0.81% among 360,000. inhibition, % at 5 µM; in the data active = inhibition above about 38%;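 also: enzyme fragment complementation signal reports receptor beta-arrestin coupling in cells; 0% = agonist plus DMSO wells and 100% = wells without agonist; some results beyond the cut were filed as inactive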
Target sequence (P32249 whole entry, looked up, the tested form may be a part): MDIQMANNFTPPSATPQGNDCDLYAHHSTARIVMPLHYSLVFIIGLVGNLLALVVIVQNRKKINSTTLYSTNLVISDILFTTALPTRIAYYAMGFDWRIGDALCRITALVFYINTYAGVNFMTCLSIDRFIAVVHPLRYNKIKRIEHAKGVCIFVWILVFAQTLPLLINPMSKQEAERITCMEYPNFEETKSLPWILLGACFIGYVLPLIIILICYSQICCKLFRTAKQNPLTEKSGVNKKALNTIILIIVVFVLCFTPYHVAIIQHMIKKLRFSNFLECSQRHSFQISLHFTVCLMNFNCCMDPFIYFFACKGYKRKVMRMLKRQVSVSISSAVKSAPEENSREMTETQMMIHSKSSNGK
* marks the source's active call; other numbers are inactive results. Some of the compounds tested, so the mix of outcomes need not match the whole.

SMILES | tim23-1 inh | Mdm2-MdmX inh | CXCR6 inh | UPR CHOP act | APJ ag | CCR6 antagonist | UPR XBP1 act | APJ antagonist | EBI2 block
O=C(O)CC(NCc1ccco1)C(=O)OCCCl (stereo unspecified) | -5 | -5 | 1 | -0.3 | -3 | 2 | -5 | -7 | -6
O=C(O)C1CCN(Cc2cnn(-c3ccccc3)c2-n2cccc2)CC1 | 12 | -12 | 7 | -0.6 | 1 | 4 | 0 | -5 | 0
COC(=O)C[C@H](NC(=O)Cn1cnc2c(SC)nc(N)nc21)C(=O)OC | -11 | -15 | -1 | -0.7 | -3 | 6 | -2 | 6 | -2
CC1Cc2ccccc2N1C(=O)CSC1=NCCS1 (stereo unspecified) | 8 | 6 | -8 | -0.2 | -1 | 16 | 1 | -9 | -2
O=C1CC(N2CCN(S(=O)(=O)c3ccc([N+](=O)[O-])cc3)CC2)C(=O)N1c1ccccc1F (stereo unspecified) | 11 | 1 | -25 | 1.5 | 13 | -10 | -2 | -11 | -18
CNS(=O)(=O)c1cccc(C(=O)OCC(=O)NC(C)CCc2ccccc2)c1 (stereo unspecified) | 3 | 6 | -7 | 2.2 | 1 | 11 | -4 | 7 | 8
ONC(=Nc1ccccc1)c1ccccc1Cl | 10 | -18 | -5 | 0.3 | -2 | 7 | -2 | -2 | 1
O=C(CSc1ccccc1)N1CCN(S(=O)(=O)c2cccs2)CC1 | 33 | 18 | -2 | 1.9 | 8 | 7 | -2 | -10 | 24
Cc1ccc2nc(COc3ccc(Cl)cc3)cc(=O)n2c1 | 4 | -91 | 9 | 4.5 | -2 | 16 | 10 | 8 | 5
COc1cccc(C(C2C(=O)CC(C)(C)CC2=O)C2C(=O)CC(C)(C)CC2=O)c1 | 20 | -10 | -5 | 1.2 | 0 | -9 | -1 | 6 | -1
COC(=O)C1CC(=O)c2sccc2C1 (stereo unspecified) | 8 | -16 | 2 | -1.0 | 5 | 8 | -1 | -8 | -18
CCOC(=O)c1sc(-c2ccccc2)cc1NC(=O)Nc1ccc([N+](=O)[O-])cc1 | 10 | 28 | 10 | 16 | -2 | 2 | 199* | -1 | 25
CCOc1cc(-c2noc(CCC(=O)NC3CCCCC3)n2)ccc1OC | 1 | -14 | -7 | 0.3 | 0 | -3 | -1 | 5 | 9
O=C1CSC(=Nc2ccccc2)N1 | 6 | 32 | 3 | -2.4 | -6 | -4 | 0 | -8 | 9
Cc1nn(-c2ccc(C(=O)NCC(c3ccco3)N3CCCC3)cc2)c(C)c1Cl (stereo unspecified) | 8 | 23 | -3 | -1.3 | 0 | 1 | -1 | 4 | -13
COCc1c(C(=O)N/N=C(\C)c2ccc(Cl)s2)nnn1-c1nonc1N | 3 | 7 | 2 | -0.1 | -1 | -5 | -2 | -27 | -13
O=C(NC12CC3CC(CC(C3)C1)C2)c1cccnc1Cl | 11 | -12 | 1 | 4.3 | -2 | -4 | -2 | 23 | -1
O=[N+]([O-])c1ccc(Sc2ccc(F)cc2)nc1 | 16 | -18 | -25 | -0.5 | 2 | 1 | 0 | -2 | 3
COc1ccccc1/C=N/NC(=O)CC(=O)NCc1cccnc1 | -1 | 6 | 1 | 0.7 | -4 | -4 | 0 | -1 | -5
CCCNC(=O)COC(=O)c1ccc(S(=O)(=O)N2CCCC2)cc1 | 8 | 3 | -15 | -0.3 | -2 | 8 | -3 | 2 | -5

The list goes on; the last 2 above are carried over.
SMILES | tim23-1 inh | Mdm2-MdmX inh | CXCR6 inh | UPR CHOP act | APJ ag | CCR6 antagonist | UPR XBP1 act | APJ antagonist | EBI2 block
COc1ccccc1/C=N/NC(=O)CC(=O)NCc1cccnc1 | -1 | 6 | 1 | 0.7 | -4 | -4 | 0 | -1 | -5
CCCNC(=O)COC(=O)c1ccc(S(=O)(=O)N2CCCC2)cc1 | 8 | 3 | -15 | -0.3 | -2 | 8 | -3 | 2 | -5
CC(=O)c1ccc(N2CCN(S(=O)(=O)c3cn(C)c(C)n3)CC2)cc1 | 11 | 8 | -1 | 1.2 | -5 | 0 | -1 | 0 | -15
O=C(NC1CCCCCC1)c1ccc2c(=O)n3c(nc2c1)CCCCC3 | 20 | -81 | 3 | 1.5 | -3 | 3 | 0 | 1 | 19
O=C(NCCN1CCOCC1)c1ccc(Cl)c([N+](=O)[O-])c1 | -12 | 13 | 5 | -0.1 | -2 | -6 | -1 | -16 | 10
COc1ccc(C(CC(=O)N2CCOCC2)c2c(OC)cc(OC)c3ccc(=O)oc23)cc1 (stereo unspecified) | -13 | 4 | -4 | 0.2 | 2 | 5 | 2 | 5 | -10
NC(=S)N/N=C/c1ccc2ccccc2c1 | 30 | 18 | 8 | 6.1 | 3 | -1 | 6 | -11 | -5
O=C(Cn1cnc(S(=O)(=O)N2CCCC2)c1)Nc1ccccc1 | -7 | 13 | 2 | -2.3 | -5 | -7 | -4 | -29 | -10
CCCOc1ccccc1C(=O)NCCCC(=O)O | 4 | 4 | 5 | -0.9 | 1 | 16 | -1 | 17 | -7
COc1ccc(C2=NS(=O)(=O)N(C)C(C(=O)N3CCCCC3)=C2)cc1OC | 20 | -21 | 0 | -1.1 | 2 | 7 | -3 | 12 | -3
COc1cc(OC)cc(C(=O)N[C@H](C(=O)OCC(=O)NC(C)c2ccccc2)C(C)C)c1 (stereo partly specified) | 16 | 12 | -20 | 1.0 | 3 | 10 | -3 | 1 | -6
Cc1ccc(C)c(C(=O)COC(=O)C2CCN(c3ccc(C(F)(F)F)cn3)CC2)c1 | 1 | 8 | 4 | 2.7 | -5 | 4 | -1 | 12 | 1
CCc1ccc(NC(=O)COC(=O)c2cccs2)cc1 | 11 | -12 | 6 | 2.8 | -1 | 3 | 2 | -8 | -3
Cc1ccc(NC(=O)C(C)C(=O)Nc2ccc(C)cc2)cc1 | -13 | 13 | 2 | 0.0 | -2 | 6 | -2 | 4 | -11
COc1ccc(C2CC(c3ccc(OC)cc3OC(C)=O)=NN2C(=O)c2ccccc2)cc1 (stereo unspecified) | 26 | 0 | 13 | 2.4 | -3 | 28 | -3 | 21 | 5
CCOC(=O)c1c(C)[nH]c(C(=O)COC(=O)C2CC2C)c1C (stereo unspecified) | 18 | -58 | 5 | 2.7 | 1 | -4 | -2 | 5 | 6
CC(C)(O)P(=O)(O)CCc1ccccc1 | -2 | -2 | 6 | -0.1 | -3 | 6 | 0 | 1 | -1
CCC(C)N=Cc1c(NCc2ccco2)nc2c(C)cccn2c1=O (stereo unspecified) | 41 | 16 | 2 | 0.8 | -6 | -10 | 3 | 16 | -2
COc1cc(/C=C/C(=O)OC(C)C(=O)c2ccccc2)cc(OC)c1OC (stereo unspecified) | 19 | 26 | 7 | 0.6 | -1 | 9 | -1 | 16 | 4
COCCNC(=O)CN(c1ccccc1OC)S(C)(=O)=O | 7 | -22 | 1 | -2.0 | 3 | 10 | 0 | 0 | -3
Cc1nnc(SCC(=O)Nc2nc3c(s2)CC(C)CC3)s1 (stereo unspecified) | 9 | -8 | -4 | 2.8 | -3 | -4 | 4 | 24 | -7
CC1CCCCC1NC(=O)C1CCN(S(=O)(=O)N2CCCCCC2)CC1 (stereo unspecified) | 2 | -1 | -7 | -0.9 | -2 | -6 | -1 | -9 | -18

Three of these compounds in a different format.
| compound | tim23-1 inh | Mdm2-MdmX inh | CXCR6 inh | UPR CHOP act | APJ ag | CCR6 antagonist | UPR XBP1 act | APJ antagonist | EBI2 block |
| --- | --- | --- | --- | --- | --- | --- | --- | --- | --- |
| CCc1ccc(NC(=O)COC(=O)c2cccs2)cc1 | 11 | -12 | 6 | 2.8 | -1 | 3 | 2 | -8 | -3 |
| O=C(NCCN1CCOCC1)c1ccc(Cl)c([N+](=O)[O-])c1 | -12 | 13 | 5 | -0.1 | -2 | -6 | -1 | -16 | 10 |
| COc1ccc(C2=NS(=O)(=O)N(C)C(C(=O)N3CCCCC3)=C2)cc1OC | 20 | -21 | 0 | -1.1 | 2 | 7 | -3 | 12 | -3 |

In the list so far, three contain two or more sulfur atoms.
SMILES | tim23-1 inh | Mdm2-MdmX inh | CXCR6 inh | UPR CHOP act | APJ ag | CCR6 antagonist | UPR XBP1 act | APJ antagonist | EBI2 block
CC1Cc2ccccc2N1C(=O)CSC1=NCCS1 (stereo unspecified) | 8 | 6 | -8 | -0.2 | -1 | 16 | 1 | -9 | -2
O=C(CSc1ccccc1)N1CCN(S(=O)(=O)c2cccs2)CC1 | 33 | 18 | -2 | 1.9 | 8 | 7 | -2 | -10 | 24
Cc1nnc(SCC(=O)Nc2nc3c(s2)CC(C)CC3)s1 (stereo unspecified) | 9 | -8 | -4 | 2.8 | -3 | -4 | 4 | 24 | -7

More compounds follow.
SMILES | tim23-1 inh | Mdm2-MdmX inh | CXCR6 inh | UPR CHOP act | APJ ag | CCR6 antagonist | UPR XBP1 act | APJ antagonist | EBI2 block
COc1ccc(Cl)cc1NC(=O)C1Cc2cc(S(=O)(=O)N3CCCC3)ccc2N1C(C)=O (stereo unspecified) | 6 | 22 | 6 | 0.9 | -2 | 6 | -9 | 10 | -6
Cc1ccc(S(=O)(=O)CCC(=O)OCC(=O)Nc2ccc(N3CCOCC3)cc2)cc1 | 13 | 18 | -5 | 2.5 | -2 | -5 | 0 | 11 | -2
CCn1nc(C(=O)NNC(=O)c2ccc(OC(F)F)cc2)c2ccccc2c1=O | 11 | 3 | -8 | 11 | -2 | 18 | -2 | 5 | -6
CC(=O)Nc1ccc(NC(=O)CSc2nnc3ccc(-c4cccnc4)nn23)cc1 | 17 | 28 | -1 | 1.7 | 0 | -1 | 1 | -16 | -2
CN(C)C(CNC(=O)c1ccc(C(F)(F)F)cc1)c1ccco1 (stereo unspecified) | -1 | 11 | 11 | 4.0 | 1 | 1 | -4 | 9 | -6
Nc1nc2ccc(C(=O)Nc3ccc(N4CCOCC4)cc3)cc2s1 | -6 | -1 | -7 | 2.3 | 0 | 4 | 1 | 2 | 2
CC(C)C[C@H](NC(=O)N1CC(=O)Nc2ccccc21)C(=O)N[C@@H](Cc1c[nH]c2ccccc12)C(=O)O | -17 | 7 | -6 | 0.0 | -1 | 4 | 0 | 12 | 2
O=C(CNS(=O)(=O)c1ccccc1)OCC(=O)c1ccc(OC(=O)c2ccccc2)cc1 | -7 | 9 | 1 | 4.6 | -4 | 12 | 15 | 16 | -12
N=C1SCC(=O)N1c1nc(-c2ccccc2)cs1 | 10 | -51 | 20 | 3.0 | -3 | 18 | 1 | 11 | -27
CCCCCCNC(=O)C(C#N)c1nc2ccccc2nc1N1CCOCC1 (stereo unspecified) | -4 | 10 | -1 | 0.9 | -5 | -18 | -1 | 17 | 8
Cc1ccc(-c2cc(C(=O)N3CCN(c4ccc(F)cc4)CC3)c3ccccc3n2)o1 | 51* | 11 | 26 | 3.7 | -1 | 23 | -2 | -9 | 12

Bioassay records: PubChem BioAssay, Sanford-Burnham Center for Chemical Genomics
